Source: PubChem BioAssay
MrgX1 agonist = agonists of human MrgX1 receptor, primary screen, HEK293 cells, Fluo-4 calcium flux. Mas-related G-protein coupled receptor member X1 (Homo sapiens), Q96LB2. Fluo-4 calcium fluorescence, agonist mode; active compounds read high. B-score at 10 µM. hit rate 0.44% among 310,000. AID 588627, 2011;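 active = calcium response B-score plate-corrected fluorescence ratio at least 3 library SD, with starting fluorescence B-score inside 5 SD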
Target sequence (Q96LB2 whole entry, looked up): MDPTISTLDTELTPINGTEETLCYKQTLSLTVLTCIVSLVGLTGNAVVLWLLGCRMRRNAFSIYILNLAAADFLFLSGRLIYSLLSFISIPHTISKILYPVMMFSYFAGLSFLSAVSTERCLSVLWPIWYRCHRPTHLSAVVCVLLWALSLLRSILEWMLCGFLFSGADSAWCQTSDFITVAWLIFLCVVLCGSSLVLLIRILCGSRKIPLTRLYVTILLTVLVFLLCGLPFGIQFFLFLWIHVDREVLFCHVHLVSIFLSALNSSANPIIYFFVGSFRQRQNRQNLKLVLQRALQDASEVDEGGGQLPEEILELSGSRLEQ
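Material: MrgX1-expressing HEK293 cells; input: 15,000 cells per well; doses: test compound given as first of three sequential additions; schedule: overnight plating before 1 h dye loading; technique: Fluo-4 NW calcium-flux fluorescence, kinetic read; evaluation: baseline-normalised fluorescence change ratio, B-scored; control set: plate-wise positive and negative controls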
RGS4 block = RGS4 inhibitors, primary screen, cell-based, HEK293 M3R inducible RGS4, calcium flux; Regulator of G-protein signaling 4 (Homo sapiens), P49798; B-score at 10 µM; hit rate 0.45% among 310,000; AID 463165, 2010; Fluo-4 calcium flux; active compounds read high; triggered by carbachol at its EC20;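 active = B-score, a plate-corrected calcium signal, over three deviations above library mean, with baseline fluorescence within five deviations of library mean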;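 note: RGS4 expression induced by doxycycline in cells with stable M3 receptor; B-score is computed from the integrated fluorescence ratio over baseline after carbachol; higher B-score means a larger calcium signal and so more RGS4 inhibition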
Target sequence (P49798 whole entry, looked up): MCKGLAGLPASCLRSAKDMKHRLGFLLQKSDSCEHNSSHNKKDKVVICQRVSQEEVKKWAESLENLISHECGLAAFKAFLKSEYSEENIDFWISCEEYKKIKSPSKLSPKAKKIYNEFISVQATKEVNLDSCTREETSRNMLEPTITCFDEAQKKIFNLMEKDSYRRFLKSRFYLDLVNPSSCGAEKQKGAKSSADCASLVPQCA
SKKanGAS inh = S. pyogenes SKKanGAS growth inhibitors in kanamycin, primary screen, streptokinase expression inhibitor project, SKKanGAS strain, BacTiter-Glo luminescence | 6 h | inhibition, % at 7.5 µM | hit rate 1.3% among 300,000;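 active = mean replicate score, as percent of positive control median, at least 50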;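 note: strain carries kanamycin resistance gene driven by streptokinase promoter and grows in 40 µg/ml kanamycin; loss of luminescence reflects streptokinase promoter inhibition or plain growth inhibition; 0% = median of DMSO wells and 100% = positive control at its reference dose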
TRPC6 inhibitor = mouse TRPC6 channel inhibitors, primary screen, cell-based, HEK293, membrane potential dye; B-score at 10 µM; AID 2553, 2010; ACh-evoked depolarization; active compounds read low; hit rate 1.1% among 310,000; Short transient receptor potential channel 6 (Mus musculus), Q61143;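 active = B-score under library mean minus 3 SD, initial fluorescence not abnormally high, positive integrated signal ratio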;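 note: B-score derived from integrated fluorescence ratio over the kinetic read; more negative B-score means stronger inhibition of depolarization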
MrgX1 antagonist = antagonists of human MrgX1 receptor, primary screen, HEK293 cells, Fluo-4 calcium flux. Mas-related G-protein coupled receptor member X1 (Homo sapiens), Q96LB2. BAM8-22 antagonism; active compounds read low. B-score at 10 µM. hit rate 1.3% among 310,000. AID 588676, 2011;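 active = calcium-response B-score plate-corrected more than 3 library SD below zero, starting fluorescence within 5 deviations, no agonist response on first addition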;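 note: peak minus trough fluorescence over baseline after final BAM8-22 challenge near maximal dose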
TMEM16A act = TMEM16A chloride channel activators or potentiators, primary screen, cell-based, HTS; HEK293 TMEM16A/YFP-H148Q/I152L, iodide quench fluorescence; active compounds read low; hit rate 0.3% among 340,000; B-score at 10 µM;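 active = fluorescence-ratio B-score plate-corrected deviation score at least 3 library SD below zero, with starting fluorescence score within 5 deviations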;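 note: channel opened by trigger with iodide after compound preincubation; score built on the fluorescence ratio of max minus min over baseline; more negative score means more quench and so TMEM16A activation or potentiation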
HDAC3 inhib = HDAC3 deacetylase inhibitors, primary screen, biochemical, fluorescence, cell-free homogeneous. Histone deacetylase 3 (Homo sapiens), O15379. recombinant HDAC3, fluorogenic peptide/trypsin coupled. inhibition, % at 8.3 µM. hit rate 0.15% among 320,000; in the data active = inhibition above about 26%, passing the limit was not always enough
Target sequence (O15379 whole entry, looked up): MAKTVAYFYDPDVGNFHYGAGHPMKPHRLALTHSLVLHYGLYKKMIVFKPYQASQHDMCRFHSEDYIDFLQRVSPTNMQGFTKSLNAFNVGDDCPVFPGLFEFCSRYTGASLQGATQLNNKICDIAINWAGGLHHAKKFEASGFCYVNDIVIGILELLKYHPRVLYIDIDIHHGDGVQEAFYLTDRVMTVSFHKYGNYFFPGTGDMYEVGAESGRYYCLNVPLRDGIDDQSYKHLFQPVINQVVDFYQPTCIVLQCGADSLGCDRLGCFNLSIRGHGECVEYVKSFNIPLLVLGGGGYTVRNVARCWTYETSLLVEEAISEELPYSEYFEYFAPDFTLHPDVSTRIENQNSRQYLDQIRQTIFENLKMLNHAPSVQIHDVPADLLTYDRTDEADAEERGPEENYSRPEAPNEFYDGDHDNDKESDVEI
TRPC6 activator = mouse TRPC6 channel activators, primary screen, cell-based, HEK293, membrane potential dye; Short transient receptor potential channel 6 (Mus musculus), Q61143; HEK293-TRPC6 membrane potential dye fluorescence; active compounds read high; B-score at 10 µM; hit rate 0.13% among 310,000; AID 2550, 2010;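 active = B-score of the integrated fluorescence ratio above library mean plus 3 SD, and starting fluorescence ratio within library mean plus 5 SD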;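 note: higher score means more depolarization so channel activation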
TMEM16A inh = TMEM16A chloride channel inhibitors, primary screen, cell-based, HTS. HEK293 TMEM16A/YFP iodide influx fluorescence, ionomycin. Anoctamin-1 (Mus musculus), Q8BHY3. hit rate 1.2% among 310,000. AID 588511, 2011. normalized B-score (activity score, 25-100; higher = stronger inhibition) at 10 µM;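 active = ratio plate-corrected score three or more library SD toward inhibition, starting fluorescence score within five deviations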;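 note: score derived from kinetic fluorescence span divided by baseline fluorescence per well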
MrgX1 allo act = positive allosteric modulators of MrgX1, primary screen, HEK293 cells, Fluo-4 calcium flux; Mas-related G-protein coupled receptor member X1 (Homo sapiens), Q96LB2; AID 588675, 2011; hit rate 0.63% among 310,000; FDSS; active compounds read high; B-score at 10 µM;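 active = plate-corrected calcium response at least 3 library SD above typical, normal starting fluorescence, not activating the receptor alone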;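 note: compound read alongside a low EC10 to EC30 dose of BAM8-22 agonist; peak minus trough fluorescence over baseline measured at the second addition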
RGS4 pot = RGS4 potentiators or activators, primary screen, cell-based, HEK293 M3R inducible RGS4, calcium flux; hit rate 0.92% among 310,000; AID 463111, 2010; carbachol calcium flux Fluo4; active compounds read low; B-score at 10 µM;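 active = B-score of the integrated calcium signal more than 4 SD below the library mean, with starting fluorescence not abnormally high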;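 note: negative B-score means reduced calcium response which marks RGS4 activation or potentiation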
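Test system: HEK293 cells with stable M3R and inducible RGS4; also added: carbachol at ECmax as muscarinic agonist stimulus; schedule: dye loading 30 min 37 °C, buffer rest 30 min RT; technique: kinetic calcium fluorescence imaging with Fluo4-AM dye, 2 µM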
* hit, by the source's call; i = inactive; . = no result given.

SMILES | MrgX1 allo act | TMEM16A inh | TMEM16A act | TRPC6 activator | RGS4 block | TRPC6 inhibitor | MrgX1 antagonist | SKKanGAS inh | RGS4 pot | HDAC3 inhib | MrgX1 agonist
CCOc1ccc(S(=O)(=O)N2CCCC(C(=O)NCC3CCCO3)C2)cc1 (stereo not drawn) | i | i | i | i | i | i | i | -5 | i | 3 | i
O=C(COc1ccc(Br)cc1CO)Nc1ccccc1 | i | i | i | i | i | i | i | -1 | i | -3 | i
Cn1c(/C=N/n2cnnc2)nc2ccccc21 | i | i | i | i | i | i | i | 2 | i | -10 | i
CCOC(=O)c1cc(NC(=O)COc2ccc([N+](=O)[O-])cc2)cc(C(=O)OCC)c1 | i | i | i | i | i | i | i | 0 | i | 1 | i
CC(NC(=O)COc1ccc(-c2ccccc2)cc1)C1CCCO1 (stereo not drawn) | i | i | i | i | i | i | i | 4 | i | 4 | i
Cc1occc1C(=O)NN=C1C2CC3CC(C2)CC1C3 | i | i | i | i | i | i | i | 0 | i | -9 | i
COc1ccc2cc(C(=O)C3CCCN(C(=O)c4cncs4)C3)ccc2c1 (stereo not drawn) | i | i | i | i | i | i | i | 11 | i | -45 | i
CC1=NN(C(N)=S)C(=O)C1N=Nc1ccccc1C(=O)O (stereo not drawn) | i | i | i | i | i | i | i | 6 | i | 13 | i
CCCCCC(C(=O)O)C(C)CC(=O)NC1CCCCC1 (stereo not drawn) | i | i | i | i | i | i | i | 4 | i | 6 | i
Cc1occc1-c1nnc(SCC(=O)Nc2ccccn2)o1 | i | i | i | i | i | i | i | -7 | i | 5 | i
C/C(=N\NC(=O)c1ccc(F)cc1)c1ccc(NC(=O)Cc2ccccc2)cc1 | i | i | i | i | i | i | i | -2 | i | -2 | i
COc1ccc(C2=NN(S(C)(=O)=O)C(c3cccs3)C2)cc1 (stereo not drawn) | i | i | i | i | i | i | i | 1 | i | -12 | i
O=C(Oc1ccc(-c2nnco2)cc1)C1CCN(C(=O)c2ccc(F)cc2)CC1 | i | i | i | i | i | i | i | -1 | i | 0 | i
O=S1(=O)C=C(SCc2ccc(F)cc2)Nc2ccccc21 | i | i | i | i | i | i | i | 3 | i | -3 | i
COc1cccc(-c2noc(CCC(=O)NCC3CCCO3)n2)c1 (stereo not drawn) | i | i | i | i | i | i | i | 3 | i | -6 | i
O=C(Cn1nc(CNc2ccc(Cl)cc2)[n+]2c1CCCCC2)c1ccc(Br)cc1 | i | i | i | i | i | i | i | 84* | i | . | i
CCCCCn1c(N(C)Cc2ccccc2)nc2c1c(=O)[nH]c(=O)n2C | i | i | i | i | i | i | i | -3 | i | 8 | i
Cc1ccc(C(=O)CSc2nc3c([nH]2)c(=O)n(C)c(=O)n3C)cc1 | i | i | i | i | i | i | i | 11 | i | 3 | i
Cc1ccc(S(=O)(=O)N2CCOCC2)cc1NC(=O)CNCc1cccnc1 | i | i | i | i | i | i | i | -2 | i | 4 | i
CC(=O)c1ccc(N(C(=O)CNC(=O)c2ccco2)C(C(=O)NC2CCCC2)c2ccc(C)o2)cc1 (stereo not drawn) | i | i | i | i | i | i | i | 2 | i | 4 | i
c1ccc2c(NC3CCCC3)nnc(NC3CCCC3)c2c1 | i | i | i | i | i | i | i | 1 | i | -2 | i
COc1ccc(-c2cc(C#N)nc(N3CCN(c4ccccc4)CC3)n2)cc1 | i | i | i | i | i | i | i | -7 | i | -3 | i
COc1ccccc1N1CCN(C(=O)CCNS(=O)(=O)c2cc(Br)cnc2N)CC1 | i | i | i | i | i | i | i | 1 | i | -7 | i
S=c1nc(-c2cc(Cl)ccc2Cl)[nH][nH]1 | i | i | i | i | i | i | i | -2 | i | 6 | i
Cc1ccc(C(=O)OC(C)CN2C(C)CCCC2C)cc1 (stereo not drawn) | i | i | i | i | i | i | i | 1 | i | -2 | i
CCOc1ccc(N/C=C/C(=O)c2ccc(OC)cc2)cc1 | i | i | i | i | i | i | i | -1 | i | 3 | i
CSc1ncccc1C(=O)N1CCN(S(=O)(=O)c2cc(C)ccc2C)CC1 | i | i | i | i | i | i | i | -1 | i | 6 | i
CC(=O)Oc1ccc(OC(C)=O)c2c1CC(C)=C(C)C2 | i | i | i | i | i | i | i | 2 | i | 2 | i
NC(=O)COc1ccc2oc(-c3ccccc3)cc(=O)c2c1 | . | . | i | i | i | i | . | 2 | i | . | .
CC(C)Oc1ccccc1OCCCOc1cccc2cccnc12 | i | i | i | i | i | i | i | 7 | i | 8 | i
Clc1ccc(OCCCNCc2ccccc2)c2ccccc12 | i | i | i | i | i | i | i | 21 | i | -1 | i
CCOc1cccc2cc(C(C)=O)oc12 | i | i | i | i | i | i | i | -1 | i | -1 | i
Cn1c(/C=C/c2ccccc2[N+](=O)[O-])nc2ccccc2c1=O | i | i | i | i | i | i | i | -2 | i | 3 | i
CC(C)c1cc(C(=O)OCC(=O)N2CCN(C(=O)c3ccco3)CC2)c(O)c(C(C)C)c1 | i | i | i | i | i | i | i | -1 | i | 3 | i
Cc1ccc(OCc2nnc(SCC(=O)N3C(C)CCCC3C)o2)cc1 (stereo not drawn) | i | i | i | i | i | i | i | -1 | i | 4 | i
Cc1ccc(CNc2nc(C)nc3sc4c(c23)CCC4)cc1 | i | i | i | i | i | i | i | 17 | i | -11 | i
CC(C)(C)N(C(=O)Cn1nnc(-c2ccc(F)cc2)n1)C(C(=O)NC1CCCC1)c1ccncc1 (stereo not drawn) | i | i | i | i | i | i | i | -2 | i | 5 | i
Cc1cc(C)cc(N(CCC#N)C(=O)COC(=O)CN2C(=O)NC(C)(C)C2=O)c1 | i | i | i | i | i | i | i | -9 | i | -8 | i
O=C(O)C1C(=O)NCC1c1ccccc1 (stereo not drawn) | i | i | i | i | i | i | i | -1 | i | -1 | i
O=C(Nc1ccc2c(c1)OCO2)Nc1ccccc1F | i | i | i | i | i | i | i | 21 | i | . | i
COC(=O)c1cn(NC(=O)c2ccc3c(c2)OCO3)c(=O)c2ccccc12 | i | i | i | i | i | i | i | 1 | i | 0 | i
NC(=O)C1CCN(C2=C(NS(=O)(=O)c3ccccc3)C(=O)c3ccccc3C2=O)CC1 | i | i | i | i | i | i | i | 11 | i | . | i
COc1ccc(C(=O)Nc2nc(-c3ccc([N+](=O)[O-])cc3)c(-c3ccccc3)s2)cc1 | i | i | i | i | i | i | i | 23 | i | 9 | i
CC(C)(C)NC(=O)CSc1n[nH]c(=O)n1-c1ccccc1 | i | i | i | i | i | i | i | 1 | i | -5 | i
CCCCOc1ccc(CSc2nnc(C)n2N)cc1[N+](=O)[O-] | i | i | i | i | i | i | i | -13 | i | 2 | i
Cc1ccc(CN2C(=O)C3CCCN3c3ncccc32)cc1 (stereo not drawn) | i | i | i | i | i | i | i | 6 | i | 9 | i
Cc1ccccc1NC(=O)/C(C#N)=C\c1cn(CC(=O)O)c2ccccc12 | i | i | i | i | i | i | i | -7 | i | 0 | i
CCOC(=O)c1cnc2c(OC)cccc2c1NCc1cccnc1 | i | i | i | i | i | -7.5* | i | -10 | i | 1 | i
S=C(Nc1cccnc1)Nc1cccc2cnccc12 | i | i | i | i | i | i | i | 2 | i | 10 | i
CC1=C(C(=O)Nc2ccccc2Cl)C(c2ccc(N(C)C)cc2)NC(=O)N1 (stereo not drawn) | i | i | i | i | i | i | i | -4 | i | 2 | i
CC(=O)NC(CC(=O)Nc1cccc(S(=O)(=O)N2CCCC2)c1)c1ccccc1 (stereo not drawn) | i | i | i | i | i | i | i | -2 | i | 2 | i
Cc1nn(Cc2ccccc2Cl)c(C)c1NC(=O)Cn1nc([N+](=O)[O-])c(Cl)c1C | i | i | i | i | i | i | i | -2 | i | 0 | i
Cc1ccc(C(=O)N2CCCC(C(=O)c3ccc(Cl)cc3C)C2)cn1 (stereo not drawn) | i | i | i | i | i | i | i | -2 | i | -6 | i
Cc1nn(C)c(C)c1NC(=O)c1cc2nc(-c3ccco3)cc(C(F)(F)F)n2n1 | i | i | i | i | i | i | i | -8 | i | 9 | i
c1ccc(Cc2c[nH]c3ccccc23)cc1 | 6.6* | i | i | i | i | i | i | 5 | i | -3 | i
COc1ccc(S(=O)(=O)Cc2ccc(C(=O)NC3CC3)o2)cc1 | i | i | i | i | i | i | i | -4 | i | -5 | i
CCOc1ccc(/C=N/OCC(=O)NCc2cccs2)cc1 | i | i | i | i | i | i | i | -4 | i | 4 | i
O=C(N=Nc1c(O)[nH]c2ccccc12)c1cccc(S(=O)(=O)N2CCCCC2)c1 | i | i | i | i | i | i | i | 11 | i | 5 | i
Cc1ccc(/C=N/NC(=O)C2(O)c3ccccc3-c3ccccc32)o1 | i | i | i | i | i | i | i | 0 | i | 3 | i
CC(=O)NCCc1nc2ccccc2n1CCOc1ccc(C)cc1 | i | i | i | i | i | i | i | 3 | i | 0 | i

Further entries follow.
SMILES | MrgX1 allo act | TMEM16A inh | TMEM16A act | TRPC6 activator | RGS4 block | TRPC6 inhibitor | MrgX1 antagonist | SKKanGAS inh | RGS4 pot | HDAC3 inhib | MrgX1 agonist
CNC(=O)c1ccsc1NC(=O)c1ccc(S(=O)(=O)N2CCCc3ccccc32)cc1 | i | i | i | i | i | i | i | 16 | i | 7 | i
COc1ccc(-c2nc(CS(=O)CC(=O)NCCc3ccc(OC)c(OC)c3)c(C)o2)cc1 (stereo not drawn) | i | i | i | i | i | i | i | -8 | i | -13 | i
N/C(=N\OC(=O)c1cccc(C(F)(F)F)c1)c1cnccn1 | i | i | i | i | i | i | i | -7 | i | -13 | i
CCOC(=O)/C=C1\CC(=O)Nc2nonc2N1 | i | i | i | i | i | i | i | 0 | i | 1 | i
C=CCNC(=S)NNC(=O)COc1ccc2cc(Br)ccc2c1 | i | i | i | i | i | i | i | -10 | i | 1 | i

Rows were taken by chance; overall some 6.7% were active at least once.
